High-throughput results deposited in PubChem BioAssay by Institute for Biomedicine and Glycomics.
trophozoite growth – anti-Giardia activity of synthetic compounds – Compounds Australia Scaffold Library subset, 24/48 h, primary screen (AID 1794835). inhibition, % at 10 µM. 2% of 2,500 active. hits give high values; in the data active means inhibition mostly above about 45%, no sharp cut-off; inactive means mostly below about 37%;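 further: 0% = parasite counts in DMSO vehicle wells; trophozoite growth inhibition read by imaging counts at 24 h; calls made by hand needing about 50% inhibition in two separate runs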
* marks the source's active call; other numbers are inactive results; i = inactive.

SMILES | trophozoite growth
Cc1cc(C)n2nc(C(=O)N3CCC(CC(N)=O)CC3)nc2n1 | i
CCN1CCN(CCNC(=O)c2cccc3c2CCN3C(=O)Nc2cccc(C)c2)CC1 | i
CCn1cc(C(=O)Nc2ccc(F)cc2)c(S(=O)(=O)N2CCC(C)CC2)n1 | i
O=C(NC1CCCCC1)N1CCCN(C(=O)c2ccsc2)CC1 | i
O=[N+]([O-])c1cccnc1NC1CCCN(Cc2ccccc2)C1 (centres undefined) | i
CCN1C(=O)C2CN(C(=O)C(C)Oc3ccc(-c4ccccc4)cc3)CCN2C1=O (centres undefined) | i
Cc1ccc(NC(=O)CN2C(=O)C3CCCCN3c3ccc(C(=O)N4CCCC4)cc32)cc1 (centres undefined) | 62*
CCOC(=O)c1ccc(S(=O)(=O)N2CCN(C3CCOC3=O)CC2)o1 (centres undefined) | i
Cc1nc(CN2CCCNCC2)oc1C | i
Cc1nn(CCC(=O)Nc2cccc(F)c2)c(=O)c2noc(C)c12 | 41
Cc1csc(N2CCC(C(=O)Nc3ccc(F)cc3F)CC2)n1 | i
O=C(NCc1ccccc1Cl)[C@H]1[C@H]2C(=O)N(Cc3cccs3)C[C@]23C=C[C@H]1O3 | 22
Cc1ccccc1C(=O)N1CCN(C(=O)c2n[nH]c3ccccc23)CC1 | 25
CN1CCC(NC(=O)c2n[nH]c3c2CN(C(=O)c2ccccc2)CC3)CC1 | i
COc1ccc(C(C)(C)C)cc1S(=O)(=O)N1CCN(c2nc(C)cc(N3CCOCC3)n2)CC1 | 6
COc1cc(NC(=O)N2CCN(c3cc(N(C)C)nc(C)n3)CC2)cc(OC)c1 | 28
CC(=O)c1ccc(N2CCN(C(=O)Nc3ccc(-c4noc(C5CCC5)n4)cc3)CC2)cc1 | i
COc1ccc(C2NC(C(=O)O)Cc3c2[nH]c2ccccc32)c(OC)c1 (centres undefined) | 5
O=C1CC(c2noc(-c3ccc(F)cc3)n2)CN1c1ccc(F)cc1 (centres undefined) | 9
Cc1nc2c(c(=O)n1CC(=O)Nc1cccc(F)c1)CCN(Cc1ccccc1)C2 | i
Cc1sc2nc(CN3CCOCC3)nc(NC3CCS(=O)(=O)C3)c2c1C (centres undefined) | i
Cc1cc(N2CCC(C(=O)N3CCN(c4ccc(F)cc4)CC3)CC2)n2nc(-c3ccccc3)cc2n1 | i
CC(C)c1noc(-c2cc(=O)n(CC(=O)N3CCCC3)c3ccccc23)n1 | i
Cc1ncc(C(=O)NC2C3CCCOC3C2(C)C)s1 (centres undefined) | 9
O=C(Nc1ccc2nc(N3CCN(c4ccccc4)CC3)cc(C(=O)O)c2c1)c1ccc(F)cc1 | i
COCC(=O)N1CCc2c(c(COCc3ccc(C)cc3)nn2C)C1 | i
Cc1noc2ncnc(N3CCC(C(=O)N4CCN(Cc5ccc6c(c5)OCO6)CC4)CC3)c12 | i
COc1ccc(C(C)=O)cc1CN1CCCN(c2nccs2)CC1 | i
COc1cc2c(cc1OC)CCN(C(=O)Cn1nc(C)cc1C)CC2 | i
COc1cc(NC(=O)C2CCCN(c3nccnc3Oc3ccccc3C)C2)cc(OC)c1 (centres undefined) | i
CCC1c2ccsc2CCN1C(=O)c1cc(-c2csc(C)n2)c[nH]1 (centres undefined) | 4
Cc1ccc(-c2nnc(-c3cccnc3N3CCCC3)o2)cc1 | i
CCc1cccc(NS(=O)(=O)c2cc(-c3c(C)noc3C)ccc2C)c1 | 2
COC(=O)c1cccc2c1CCCN2C(=O)C1CC(=O)N(CCc2ccccc2)C1 (centres undefined) | i
CC1(c2nc(C3CC3)no2)CCCN(C(=O)CCC2CCCC2)C1 (centres undefined) | 4
CC(C)c1ccc(C2N[C@H](C(=O)O)Cc3c2[nH]c2ccccc32)cc1 (some centres undefined) | i
O=C(Nc1cccc(C(=O)N2CCCC2C(=O)NCCc2ccccc2)c1)c1cccs1 (centres undefined) | 4
CCCNS(=O)(=O)c1cc(C(=O)N2CCCC2)cs1 | i
COc1cc(C(=O)NCC2(c3ccccc3)CCOCC2)cc(OC)c1OC | 6
COc1ccc(C(=O)c2c(N)c(-c3nc(-c4cc(OC)ccc4OC)cs3)c3ccccn23)cc1 | i

Quoted at random: five compounds from above.
SMILES | trophozoite growth
Cc1sc2nc(CN3CCOCC3)nc(NC3CCS(=O)(=O)C3)c2c1C (centres undefined) | i
Cc1cc(N2CCC(C(=O)N3CCN(c4ccc(F)cc4)CC3)CC2)n2nc(-c3ccccc3)cc2n1 | i
COc1ccc(C(=O)c2c(N)c(-c3nc(-c4cc(OC)ccc4OC)cs3)c3ccccn23)cc1 | i
Cc1ccc(-c2nnc(-c3cccnc3N3CCCC3)o2)cc1 | i
O=C(Nc1cccc(C(=O)N2CCCC2C(=O)NCCc2ccccc2)c1)c1cccs1 (centres undefined) | 4

Ordered by formula weight (falling): some entries from above.
SMILES | trophozoite growth
CCN1CCN(CCNC(=O)c2cccc3c2CCN3C(=O)Nc2cccc(C)c2)CC1 | i
O=C(NCc1ccccc1Cl)[C@H]1[C@H]2C(=O)N(Cc3cccs3)C[C@]23C=C[C@H]1O3 | 22
CCOC(=O)c1ccc(S(=O)(=O)N2CCN(C3CCOC3=O)CC2)o1 (centres undefined) | i
CN1CCC(NC(=O)c2n[nH]c3c2CN(C(=O)c2ccccc2)CC3)CC1 | i
CCC1c2ccsc2CCN1C(=O)c1cc(-c2csc(C)n2)c[nH]1 (centres undefined) | 4
Cc1ccccc1C(=O)N1CCN(C(=O)c2n[nH]c3ccccc23)CC1 | 25
CC1(c2nc(C3CC3)no2)CCCN(C(=O)CCC2CCCC2)C1 (centres undefined) | 4

(next part)
SMILES | trophozoite growth
COc1ccccc1CC(=O)Nc1cnc(C)nc1 | i
CCOc1ccc(N2C(=O)CS(=O)(=O)C23C(=O)N(Cc2cccc(Cl)c2)c2ccccc23)cc1 (centres undefined) | 1
COc1ccc(-c2nc(Cn3nnc(C(=O)Nc4ccc(F)cc4F)c3N)c(C)o2)c(OC)c1 | 4
COc1ccc(C(=O)N2CCCC(c3nnc4ccccn34)C2)cc1OC (centres undefined) | i
Cc1ccc(NC(=O)N2CCCC(C)(C(=O)NCc3ccc(F)cc3)C2)cc1 (centres undefined) | i
O=C(c1cn[nH]c1-c1ccc(Cl)cc1)N1CCN(c2ccccc2)CC1 | 27
Cc1cccc(NC(=O)/C=C/c2nnc3c4ccccc4cnn23)c1C | i
CC(=O)c1ccc(N2CCN(S(=O)(=O)c3c(C)nn(C)c3C)CC2)cc1 | i
CC(C)(C)c1noc(-c2c(O)c3ccc(F)cc3[nH]c2=O)n1 | i
CCc1noc(C)c1C(=O)N1CCCC1c1c(C)nn(C)c1C (centres undefined) | i
Cn1ncc(-c2nc3ccccc3[nH]2)c1N | i
Cc1oc(-c2ccccc2)nc1Cn1ccn2nc(-c3ccc(Cl)cc3)cc2c1=O | i
CN(C)CCn1cc(C(=O)c2cc(Cl)ccc2O)cc1-c1nc2ccccc2c(=O)[nH]1 | 86*
CCCc1nnc2c(=O)n(CC(=O)Nc3cccc(SC)c3)c3ccccc3n12 | i
CCN(CC)CCN1C(=O)C(=O)C(=C(O)c2c(C)[nH]c(C(=O)OC)c2C)C1c1ccccc1 (centres undefined) | i
Cc1cccc(N(C)c2ccc3cc(S(=O)(=O)N4CCCC4)ccc3n2)c1 | 7
O=C(Nc1cccc(O)c1)c1cc(-c2cccnc2)on1 | 24
Cc1ccc(CN=C2Nc3ccccc3S(=O)(=O)N2)cc1 | i
CN(C)S(=O)(=O)NCc1nc2cccnc2n1C1CCCCC1 | 1
COCCNC(=O)C1(c2ccc(NC(=O)c3ccc(Cl)cc3)cc2)CCC1 | i

This is a subset; rates above refer to the full screens.
